Bioassay records: PubChem BioAssay, The Scripps Research Institute Molecular Screening Center
TbREL1 inh – TbREL1 inhibition, primary screen; P86926; TbREL1 RNA ligation, FRET fluorescence; inhibition, % at 9.66 µM; actives 0.49% (n = 89,000);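 active = inhibition above the mean inhibition across all screened compounds plus 3 SD, cut at about 11% in these data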;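 also: 0% = plate median of test wells and 100% = NSC42067 control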
Target sequence (P86926 whole entry, looked up): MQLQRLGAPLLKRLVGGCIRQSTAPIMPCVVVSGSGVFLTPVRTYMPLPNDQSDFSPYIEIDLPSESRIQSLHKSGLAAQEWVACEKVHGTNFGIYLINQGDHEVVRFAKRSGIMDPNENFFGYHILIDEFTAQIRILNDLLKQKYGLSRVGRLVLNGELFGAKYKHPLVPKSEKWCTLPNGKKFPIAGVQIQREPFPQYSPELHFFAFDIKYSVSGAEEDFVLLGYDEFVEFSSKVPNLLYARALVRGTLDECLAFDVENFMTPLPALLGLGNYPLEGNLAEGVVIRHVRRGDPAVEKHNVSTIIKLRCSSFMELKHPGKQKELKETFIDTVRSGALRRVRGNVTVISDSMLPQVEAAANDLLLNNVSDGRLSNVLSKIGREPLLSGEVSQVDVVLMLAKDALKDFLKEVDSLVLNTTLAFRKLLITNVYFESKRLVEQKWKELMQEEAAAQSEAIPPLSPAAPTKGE
Numbers without * were called inactive.

SMILES	TbREL1 inh
COc1cc2c(cc1OC)-c1cc(Nc3ccc4c(c3)OCCO4)nc(=O)n1CC2	-2.3
CCc1cccc(NC(=O)CSc2nc(C)cs2)c1	3.2
Cc1ccc(CSc2nnc(-c3cnccn3)n2C)cc1	0.3
c1c2c(cc3sc(N4CCCCC4)nc13)OCCO2	0.5
N#Cc1ccc(-c2csc(NNC(=O)c3ccc(Br)cc3)n2)cc1	-1.0
O=C(O)/C=C/C(=O)Nc1ccc(Oc2ccccc2)cc1	-3.4
COC(=O)CSc1nc2cc(OC)ccc2cc1C#N	-1.0
O=C(Cn1cc([N+](=O)[O-])cn1)NCc1ccco1	-0.2
CC(C)(C)NC(=O)c1c(F)c(F)c(F)c(F)c1F	1.1
CCOC(=O)N1CCN(C(=O)c2ccc(N3C(=O)CCC3=O)cc2)CC1	-4.0
CCc1ccc(O)c(-c2cc(C(=O)Nc3cccnc3)[nH]n2)c1	1.1
O=[N+]([O-])c1ccccc1-c1ccc(C(=S)N2CCN(c3ccccc3)CC2)o1	-2.1
O=C(NNC(=O)C12CC3CC(CC(O)(C3)C1)C2)c1ccccc1O	-1.1
Cc1ccc(NC2(C#N)C(=O)Nc3ccccc32)cc1C (stereo not drawn)	1.1
COc1ccccc1CCC(=O)N(C)CC(=O)Nc1ccc(F)cc1	-2.1
COc1ccc(-c2coc3cc(O)c(OC)cc3c2=O)cc1	0.4
Cn1ccc(C(=O)N/N=C/c2cccnc2)n1	-4.8
Cc1ccc(OCCn2ccc(=O)[nH]c2=O)cc1C	0.1
CCN(C(=O)COC(=O)c1c2c(nc3ccccc13)CCC2)c1c(N)n(Cc2ccccc2)c(=O)[nH]c1=O	-0.8
CCOc1ccc(-n2c(COc3ccc(C)cc3)nnc2SCC(=O)Nc2ccc(F)c(F)c2)cc1	-0.6
O=S1(=O)CCN2C=Nc3sc4c(c3C2=N1)CCCC4	2.0
CN(C)/C=C(/C(=O)c1ccc(Cl)cc1)S(=O)(=O)c1ccc(Cl)cc1	1.7
COc1ccc(C)cc1NS(=O)(=O)c1ccc2c(c1)n(C)c(=O)n2C	-1.9
O=Cc1c(N2CCSCC2)nc2ccccn2c1=O	0.5
CCOc1cc(C=NNC(=O)c2cccc(S(=O)(=O)N3CCCC3)c2)ccc1O	-0.6
CCOC(=O)c1cnn(-c2nc(-c3ccc(C)cc3)cs2)c1C(F)(F)F	3.5
Cc1cc(C)c(NC(=O)CNC(=O)COC(=O)Cc2cccs2)c(C)c1	-1.5
Cc1cc(C)nc(N/N=C/c2cn[nH]c2-c2ccccc2)n1	-2.5
O=C(O)CC(O)C(=O)O (stereo not drawn)	1.9
CC(=O)C1=C(C)OC(N)=C(C#N)C1c1cccnc1 (stereo not drawn)	1.3
Cc1ccc(S(=O)(=O)N2C[C@H]3C(=O)C[C@@H](c4ccccc4)N(S(=O)(=O)c4ccc(C)cc4)[C@H]3C[C@H]2c2cccc3ccccc23)cc1	-1.6
COC(=O)N1CC(=O)N(OC)C1c1ccc(Cl)cc1Cl (stereo not drawn)	2.9
O=C(/C=C/c1cn(CC(O)CN2CCCCCC2)c2ccccc12)c1cccs1 (stereo not drawn)	0.0
O=S(=O)(NN1CCOCC1)c1cc(Cl)cc(Cl)c1O	-1.6
Cc1ccc(C(=O)C(OC(=O)COc2ccccc2C)c2ccccc2)cc1 (stereo not drawn)	8.5
O=C(CCCSc1ccccc1)Nc1cccc(CO)c1	-1.1
CCOc1ccc(CC(=NCCc2ccccc2)C2=C(O)CC(C)(C)CC2=O)cc1OCC	-1.0
O=C(NCCCO)/C(=C/c1ccc(-c2cccc([N+](=O)[O-])c2)o1)NC(=O)c1ccccc1	-2.9
COc1ccc(C(c2sc3nc(C)nn3c2O)N2CCC3(CC2)OCCO3)cc1 (stereo not drawn)	5.8
Cc1cc(C)cc(OCC(=O)N2N=C(C(F)(F)F)CC2(O)C(C)(C)C)c1 (stereo not drawn)	-3.7
O=C(COC(=O)c1cc(=O)c2ccccc2o1)NCC1CCCCC1	7.0
COc1ccccc1NC(=O)CNC(c1ccccc1)c1ccccc1	3.0
Cc1ccc(S(=O)(=O)N2CCCC(C(=O)NC3CCCC3)C2)cc1 (stereo not drawn)	-3.6
O=C(c1cccc(S(=O)(=O)N2CCN(c3ccccc3)CC2)c1)N1CC=C(c2ccccc2)CC1	-2.8
O=C(C1=C(O)C(=O)N(CC2CCCO2)C1c1ccc(Cl)cc1Cl)c1ccco1 (stereo not drawn)	1.7

Of the compounds above, two have a CF3 group:
SMILES	TbREL1 inh
CCOC(=O)c1cnn(-c2nc(-c3ccc(C)cc3)cs2)c1C(F)(F)F	3.5
Cc1cc(C)cc(OCC(=O)N2N=C(C(F)(F)F)CC2(O)C(C)(C)C)c1 (stereo not drawn)	-3.7

Continued.
SMILES	TbREL1 inh
O=S(=O)(c1cccc(-c2n[nH]c(=S)n2C2CCCC2)c1)N1CCOCC1	-5.9
COc1ccc(C(=O)COC(=O)c2n[nH]c3ccccc23)c(OC)c1	3.0
COc1ccc(C)cc1NC(=O)NCc1ccco1	1.4
O=C(C1=C[C@@H](c2csc3ccccc23)C[C@@H](OCCCCO)O1)N1CCN(Cc2ccc3c(c2)OCO3)CC1	-1.2
Cc1ccc(NC(=O)c2nc[nH]c2C(=O)N[C@@H](CCCCNC(=O)OC(C)(C)C)C(=O)OC(C)(C)C)cc1	3.4
COC(=O)c1ccc(NC(=O)COc2ccc(N(C)S(=O)(=O)c3ccc(C)cc3)cc2)cc1	0.0
COc1ccc(N(CC(=O)NC2CCCC2)C(=O)c2ccc(C)s2)c(OC)c1	-1.8
COc1cc(/C=C(\C#N)C(=O)Nc2ccc(SC(F)F)cc2)cc(OC)c1OC	4.9
CCC(C)NC(=O)[C@H](CSCc1ccccc1)N1Cc2ccccc2C1=O (stereo partly drawn)	-1.5
O=C(c1csc2c1CCCC2)N1CCN(c2ccc(F)cc2)CC1	-1.5
COCCNC(=O)c1cc(C)ccc1C	3.0
CCCNC(=O)c1onc(CSc2ccc(F)cc2)c1C(=O)NCCOC	-2.8
CN1C(=O)CC(n2c(CO)nc3ccccc32)C1=O (stereo not drawn)	-0.7
CCC(=O)N1c2ccc(S(=O)(=O)CCC(=O)NCCC3=CCCCC3)cc2CC1C (stereo not drawn)	-2.3
CCOC(=O)C1CCN(c2c(Nc3ccc(C)c(C)c3)c(=O)c2=O)CC1	-3.6

As entered above:
In TbREL1 inh, O=C(C1=C[C@@H](c2csc3ccccc23)C[C@@H](OCCCCO)O1)N1CCN(Cc2ccc3c(c2)OCO3)CC1 has the entry -1.2
In TbREL1 inh, CCOC(=O)C1CCN(c2c(Nc3ccc(C)c(C)c3)c(=O)c2=O)CC1 has the entry -3.6
In TbREL1 inh, CCC(=O)N1c2ccc(S(=O)(=O)CCC(=O)NCCC3=CCCCC3)cc2CC1C (stereo not drawn) has the entry -2.3

Other results:
SMILES	TbREL1 inh
Cc1ccc(S(=O)(=O)Nc2ccc(S(=O)(=O)Nc3cc(C)nc(C)n3)cc2)cc1	-0.4
Cc1ccc(C(=O)N2CCN(c3ccc(NC(=O)c4ccc(Br)o4)cc3)CC2)cc1	-4.7
O=C(COC(=O)CC1CC2CCC1C2)Nc1cc([N+](=O)[O-])ccc1F (stereo not drawn)	3.5
O=C(COC(=O)CNC(=O)C12CC3CC(CC(C3)C1)C2)Nc1ccccc1	-2.8
Cn1c2c(c(=O)n(C)c1=O)CN(CCCN1CCOCC1)CN2	-1.3
Cc1n(C)c2cc(Cl)ccc2[n+]1Cc1ccccc1	-3.3
O=C(c1cccc(Br)c1)N1CCN(c2cnn(-c3ccccc3)c(=O)c2Cl)CC1	9.1
CC(C)OC(=O)NC(Nc1ccccc1C(=O)O)(C(F)(F)F)C(F)(F)F	0.0
COc1cc(Cl)c(C)cc1NC(=O)CSc1nc2ccccc2o1	2.0
O=C(NCC(=O)N1CCCCC1)c1ccc(Cl)cc1Cl	3.0
Cn1c(Cc2ccccc2)nnc1SCC(=O)Nc1ccc(N2CCOCC2)cc1	8.4
CCOC(=O)N1CCN(C(=O)CN(C)S(=O)(=O)c2ccc3c(c2)c(=O)n(C)c(=O)n3C)CC1	0.3
CCc1ccc2c(c1)/C(=C/C(=O)c1cccs1)C(=O)N2	0.7
COc1ccc(NC(=O)CN(C)S(=O)(=O)c2cccc3cccnc23)cc1	-2.5
NC(=O)c1oc2ccccc2c1NC(=O)c1nc2ccccc2s1	2.9
Cc1ccsc1C(=O)OCC(=O)c1cc2ccccc2o1	0.1
Cn1cncc1C#Cc1c(C=O)[nH]c2ccccc12	1.8
CCN(CC)CCCN1C=C2C(=O)C(C)(OC(=O)C3CCCC3)C(=O)C=C2C=C1c1ccsc1 (stereo not drawn)	-0.4
CCOCC(=O)Nc1nnc(COC)s1	0.7
CC1(C)CC(NC(=O)C23CCC(C)(/C(=N/O)C2)C3(C)C)CC(C)(C)N1 (stereo not drawn)	1.7
CCc1cc2c(CN3CCN(CC)CC3)cc(=O)oc2cc1O	-1.5
CC1(C)CC(C#N)(N2CCOCC2)CCO1 (stereo not drawn)	1.0
COc1cc(OC)cc(C2=Cc3ccccc3C(CC(=O)c3ccco3)N2c2ccc(-c3cccnc3)cc2)c1 (stereo not drawn)	-2.8
COc1ccc(NC(=O)C(C/C=C(/C)Cl)C(C)=O)cc1 (stereo not drawn)	-0.3
CCOCC(O)CSCc1ccc(Cl)cc1 (stereo not drawn)	8.8
CCC(C)N1C(=O)/C(=C/c2c(NCCCOC(C)C)nc3c(C)cccn3c2=O)SC1=S (stereo not drawn)	5.9
C/C(=N\NC(=O)CO/N=C(\C)c1cccs1)c1ccc(N)cc1	0.8
O=C(CSc1nnc(SCc2cccc3ccccc23)s1)c1ccc2c(c1)OCO2	5.4
CCOc1ccc(N2C(=O)CC(C(C)c3ccccc3)C2=O)cc1 (stereo not drawn)	-1.3
COc1cc(NC(=O)Nn2cnnc2)cc(OC)c1OC	0.3
COc1ccc(NC(=O)N(C)C[C@H]2Oc3ccc(NC(=O)CCN4CCOCC4)cc3C(=O)N([C@H](C)CO)C[C@@H]2C)cc1	-2.2
Cc1cccc(CN(C)CCc2ccccn2)c1	1.8
CC(C)(C)N1C(=O)[C@H]2[C@@H](c3ccc(Br)cc3)N3C(=O)N(c4cccc(F)c4)C(=O)[C@@]3(Cc3ccccc3)[C@H]2C1=O	0.0
COc1ccc(S(=O)(=O)N2CCOCC2)cc1NC(=O)CSc1nnc(NC2CC2)s1	1.8
CC(=O)NC(Cc1cccc(C)c1)C(=O)NC1CCN(c2ncccc2[N+](=O)[O-])CC1 (stereo not drawn)	-0.2
CC(OC(=O)CCC(=O)c1cccs1)C(=O)NC1CCCCC1C (stereo not drawn)	-2.4
CCC[C@H]1[C@@H](O)CC[C@@]23CCCN2C(=O)CCC[C@@H]13	-1.9
CC1CCC(NC(=O)CCNS(=O)(=O)c2ccccc2)CC1 (stereo not drawn)	0.0
O=C(CN1C(=O)c2cccc3cccc1c23)Nc1ccccc1	4.7
CC[C@@H]1C(c2cccc(C)c2)=NN(c2ccccc2)[C@H]1C(=O)N1CCOC1=O	1.0
CC(C)N(Cc1nnc(-c2ccccc2Cl)o1)C(=O)COc1cccc(Cl)c1	-2.1
O=C(NCc1ccccc1)c1ccc(CSc2ccccc2)o1	0.7
COc1cc(CNC(=O)C2CC2)ccc1OCc1ccccc1	-1.2
Cc1ccccc1C(=O)n1ccc2ccc(-c3ccc4ccn(Cc5ccccc5)c4c3)cc21	5.4
CCn1ccnc1CNC(=O)CC1C(=O)NCCN1Cc1ccccc1F (stereo not drawn)	-3.0

Shown with values ahead of the structure: 4 of the compounds above.
TbREL1 inh,SMILES
0.0,CC1CCC(NC(=O)CCNS(=O)(=O)c2ccccc2)CC1 (stereo not drawn)
-1.9,CCC[C@H]1[C@@H](O)CC[C@@]23CCCN2C(=O)CCC[C@@H]13
-2.4,CC(OC(=O)CCC(=O)c1cccs1)C(=O)NC1CCCCC1C (stereo not drawn)
-2.2,COc1ccc(NC(=O)N(C)C[C@H]2Oc3ccc(NC(=O)CCN4CCOCC4)cc3C(=O)N([C@H](C)CO)C[C@@H]2C)cc1

(listing goes on)
SMILES	TbREL1 inh
COc1cccc(NC(=O)CN(C)C(=O)CSCc2nc3scc(-c4cccs4)c3c(=O)[nH]2)c1	-0.3
CCN1CCN(c2cc(C)c3cc(NC(=S)N4CCCCC4)ccc3n2)CC1	-1.3
O=C(NCc1ccc(F)cc1)C1CC(=O)N(C2CCCC2)C1 (stereo not drawn)	5.8
COC(=O)Nc1nnc(Cc2ccc(Cl)cc2)s1	2.1
CCOC(=O)c1cccc(-c2cc(C(C)=O)c3n(c2=O)CCC3)c1	2.7
CN(C)C(=O)CCCCCCCCC(=O)N(C)C	-1.9
CC1CCCCC1NC(=O)c1ccc(S(=O)(=O)N2CCN(C)CC2)cc1 (stereo not drawn)	-0.2
CCNC(=O)C(=O)NCCc1ccc(Cl)cc1	-1.3
O=C(c1cc(F)ccc1F)N1CCCC(c2nc(-c3cccs3)no2)C1 (stereo not drawn)	-4.3
COc1ccccc1OCC(=O)Nc1ccccc1C(=O)NCc1ccco1	1.5
O=C(CN1C(=O)c2ccccc2C1=O)OCC(=O)c1ccccc1	5.6
Nc1ncccc1C(=O)OCC(=O)NC1CCCCCC1	0.7
Cc1ccc(CS(=O)(=O)CCC(=O)NC2CC2)cc1	2.4
O=C(CCCOc1ccccc1)N1CCN(C(=O)c2ccco2)CC1	0.0
Cc1c(C(O)(c2ccccc2)c2ccccc2)[n+]2ccccc2n1C	-3.6

Fetched by structure from the entries so far (2):
SMILES	TbREL1 inh
O=C(c1cc(F)ccc1F)N1CCCC(c2nc(-c3cccs3)no2)C1 (stereo not drawn)	-4.3
O=C(CN1C(=O)c2ccccc2C1=O)OCC(=O)c1ccccc1	5.6

(continued)
SMILES	TbREL1 inh
COC(=O)C1=C(C)NC(C)=C(C(=O)OC)C1c1ccc(-c2cc(Cl)ccc2Cl)o1	-1.8
O=C(NCC1COCCO1)C1CCN(S(=O)(=O)c2cccc3ccccc23)CC1 (stereo not drawn)	1.3
COCCCN1C(=O)C(CC(=O)NCCCN(C)C)CC(C(=O)N2CCOCC2)=C1C (stereo not drawn)	0.8
CCCC(=O)Nc1cccc(-c2nc3ccccc3o2)c1	3.0
O=C(COC(=O)c1ccc(O)cc1O)c1ccc(Cl)cc1	0.8
Cn1cccc1Cc1nnc(SCC(=O)N2CCc3ccccc32)n1CCc1ccccc1	-6.8

The list is partial. The share of hits here may be higher or lower than overall.
